Bioassay records: PubChem, NCI
NCI-60 one-dose screen, 48 h, at 10 µM unless noted. Numbers give growth in % (100 = growth as untreated, 0 = no growth, -100 = all killed).
OVCAR-4: OVCAR-4 ovarian cancer cells. 3.7% of 80,000 active
DU-145: DU-145 prostate cancer; 4.2% of 81,000 active
SK-OV-3: SK-OV-3 ovarian cancer cells | 3.2% of 80,000 active | AID 1794785
OVCAR-8: OVCAR-8 ovarian cancer; 4.4% of 81,000 active
IGROV1: IGROV1 ovarian cancer. 4.7% of 79,000 active. AID 1794786
OVCAR-5: OVCAR-5 ovarian cancer. 2.9% of 82,000 active
OVCAR-3: OVCAR-3 ovarian cancer; 7% of 79,000 active; AID 1794787
NCI/ADR-RES: NCI/ADR-RES ovarian cells; 4.4% of 81,000 active; AID 1794790
Starred values were filed as active, the others as inactive; & = joins results of further samples. Rule for the calls: active = growth percent below 10; inactive = the rest.

CC(C)(C)OOC(=O)/C=C\C(=O)OOC(C)(C)C was read as OVCAR-4 104.3, DU-145 111.8, SK-OV-3 108.2, OVCAR-8 97.4, OVCAR-5 99.3, OVCAR-3 112.9 and NCI/ADR-RES 109.0.
Screening O=C(/C=C/c1cccc(Br)c1)c1nc2ccccc2n1Cc1ccc(Br)cc1 returned OVCAR-4 35.3, DU-145 4.4*, SK-OV-3 65.4, OVCAR-8 -8.2*, IGROV1 -8.0*, OVCAR-5 -50.4*, OVCAR-3 -51.5* and NCI/ADR-RES -48.8*.
For CCOP(=O)(NC)OCC the results were OVCAR-4 105.1, DU-145 111.9, SK-OV-3 104.2, OVCAR-8 114.6, IGROV1 104.8, OVCAR-5 91.5, OVCAR-3 99.5 and NCI/ADR-RES 101.8.
O=C(Cl)c1ccncc1 was read as OVCAR-4 111.0, DU-145 106.9, SK-OV-3 116.7, OVCAR-8 106.3, IGROV1 118.2, OVCAR-5 112.3, OVCAR-3 105.9 and NCI/ADR-RES 99.2.
Screening O=S(=O)(F)c1ncnc2nc[nH]c12 returned OVCAR-4 101.8, SK-OV-3 94.7, OVCAR-8 100.0, IGROV1 102.9, OVCAR-5 90.7, OVCAR-3 60.7 and NCI/ADR-RES 93.8.
`O=P(Oc1ccc(-c2ccccc2)cc1)(N1CC1)N1CC1` gave OVCAR-4 95.7, DU-145 76.2, SK-OV-3 106.8, OVCAR-8 86.5, IGROV1 86.5, OVCAR-5 105.7, OVCAR-3 109.2 and NCI/ADR-RES 95.4.
`COc1cc(C2C3=C(CCCC3=O)N(CCO)c3cc4c(cc32)CCC4)cc(OC)c1OC` (stereo unspecified) gave OVCAR-4 75.5, DU-145 94.1, SK-OV-3 113.9, OVCAR-8 83.5, IGROV1 98.4, OVCAR-5 96.1, OVCAR-3 93.5 and NCI/ADR-RES 87.8.
Screening N#CC(NC(=O)CCl)=C(Cl)Cl returned OVCAR-4 21.1, DU-145 44.1, SK-OV-3 88.5, OVCAR-8 -39.3*, IGROV1 -38.6*, OVCAR-5 44.4, OVCAR-3 -30.9* and NCI/ADR-RES 11.8.
Screening OC(c1ccccc1)C(Cl)(Cl)Cl (stereo unspecified) returned DU-145 105.4, SK-OV-3 106.1, OVCAR-8 101.1, IGROV1 103.3, OVCAR-5 103.8, OVCAR-3 111.0 and NCI/ADR-RES 107.6.
For C/C=N/Nc1ccc([N+](=O)[O-])cc1[N+](=O)[O-] the results were OVCAR-4 97.2, DU-145 74.0, SK-OV-3 70.9, OVCAR-8 91.9, IGROV1 78.3, OVCAR-5 78.6, OVCAR-3 103.3 and NCI/ADR-RES 98.0.
`c1cc(CCNC2CCCCC2)ccn1` gave OVCAR-4 104.3, DU-145 111.6, SK-OV-3 108.2, OVCAR-8 98.2, IGROV1 112.4, OVCAR-5 104.2, OVCAR-3 111.1 and NCI/ADR-RES 103.0.
Screening Cc1ccc(C)c(OP(=O)(Oc2cc(C)ccc2C)Oc2cc(C)ccc2C)c1 returned OVCAR-4 104.6, DU-145 105.3, OVCAR-8 93.5, IGROV1 58.1, OVCAR-5 97.5, OVCAR-3 102.1 and NCI/ADR-RES 85.9.
c1cnc2[nH]cc(-c3csc(-c4cn(CCCCN5CCOCC5)c5ccccc45)n3)c2c1 was read as OVCAR-4 74.8, DU-145 70.0, SK-OV-3 81.1, OVCAR-8 60.6, IGROV1 34.9, OVCAR-5 72.5, OVCAR-3 59.8 and NCI/ADR-RES 69.4.
CCCCCCCCCCCCCCCCCC1OC[C@@H](COC(=O)O[C@@H](C(=O)O[C@H]2C[C@@]3(O)[C@@H](OC(=O)c4ccccc4)[C@@H]4[C@]5(OC(C)=O)CO[C@@H]5C[C@H](O)[C@@]4(C)C(=O)[C@H](OC(C)=O)C(=C2C)C3(C)C)[C@@H](NC(=O)c2ccccc2)c2ccccc2)O1 (stereo partly specified) was read as OVCAR-4 80.8, DU-145 45.1, SK-OV-3 57.9, OVCAR-8 64.8, IGROV1 50.4, OVCAR-5 53.9, OVCAR-3 29.2 and NCI/ADR-RES 106.5.
`COc1cc2c(cc1OC)CN(C)C(C)C2` (stereo unspecified) gave OVCAR-4 102.5, DU-145 109.3, SK-OV-3 103.3, OVCAR-8 104.7, IGROV1 110.8, OVCAR-5 101.1, OVCAR-3 112.9 and NCI/ADR-RES 100.7.
Screening C=CC1=C[C@@H]2[C@@H]3O[C@]4(CC[C@H](O4)[C@@H](C)C[C@@H](O)C3=O)C[C@H](O)C3=NCC[C@@]32CC1 returned OVCAR-4 -38.8*, DU-145 -26.7*, SK-OV-3 -5.0*, OVCAR-8 -12.3*, IGROV1 -28.4*, OVCAR-5 -24.0*, OVCAR-3 -30.7* and NCI/ADR-RES -15.3*.
Screening CCC(/C=N/N=C(N)N)=N\N=C(N)N returned OVCAR-4 80.4, DU-145 88.8, SK-OV-3 84.1, OVCAR-8 75.6, IGROV1 98.8, OVCAR-5 80.1, OVCAR-3 91.0 and NCI/ADR-RES 82.4.
For N#Cc1c(Cl)cccc1Cl the results were OVCAR-4 130.6, DU-145 111.1, SK-OV-3 101.4, OVCAR-8 101.3, OVCAR-5 91.1, OVCAR-3 109.8 and NCI/ADR-RES 100.3.
Screening c1cnc2[nH]cc(-c3csc(-c4cn(CCN5CCOCC5)c5ccccc45)n3)c2c1 returned OVCAR-4 67.4, DU-145 97.2, SK-OV-3 96.6, OVCAR-8 53.4, IGROV1 31.7, OVCAR-5 99.9, OVCAR-3 81.8 and NCI/ADR-RES 62.1.
`CC1(C)N=C(N)N=C(N)N1c1cccc(CCCCc2ccc(S(=O)(=O)F)cc2Cl)c1` gave OVCAR-4 98.8, DU-145 44.7, SK-OV-3 90.1, OVCAR-8 64.5, OVCAR-5 56.8, OVCAR-3 81.9 and NCI/ADR-RES 120.0.

Fetched one by one from above:
`COc1cc2c(cc1OC)CN(C)C(C)C2` (stereo unspecified) gave OVCAR-4 102.5, DU-145 109.3, SK-OV-3 103.3, OVCAR-8 104.7, IGROV1 110.8, OVCAR-5 101.1, OVCAR-3 112.9 and NCI/ADR-RES 100.7.
`O=P(Oc1ccc(-c2ccccc2)cc1)(N1CC1)N1CC1` gave OVCAR-4 95.7, DU-145 76.2, SK-OV-3 106.8, OVCAR-8 86.5, IGROV1 86.5, OVCAR-5 105.7, OVCAR-3 109.2 and NCI/ADR-RES 95.4.
`COc1cc(C2C3=C(CCCC3=O)N(CCO)c3cc4c(cc32)CCC4)cc(OC)c1OC` (stereo unspecified) gave OVCAR-4 75.5, DU-145 94.1, SK-OV-3 113.9, OVCAR-8 83.5, IGROV1 98.4, OVCAR-5 96.1, OVCAR-3 93.5 and NCI/ADR-RES 87.8.
c1cnc2[nH]cc(-c3csc(-c4cn(CCCCN5CCOCC5)c5ccccc45)n3)c2c1 was read as OVCAR-4 74.8, DU-145 70.0, SK-OV-3 81.1, OVCAR-8 60.6, IGROV1 34.9, OVCAR-5 72.5, OVCAR-3 59.8 and NCI/ADR-RES 69.4.

Next section.
O=[N+]([O-])c1ccc(/C=C/C=C/c2ccc(Cl)cc2S(=O)(=O)F)c(Cl)c1 was read as OVCAR-4 94.5, DU-145 103.4, SK-OV-3 90.9, OVCAR-8 100.7, IGROV1 117.9, OVCAR-5 108.6, OVCAR-3 104.8 and NCI/ADR-RES 107.3.
`OC1CC2CC1C1C2C2(Cl)C(Cl)=C(Cl)C1(Cl)C2(Cl)Cl` (stereo unspecified) gave OVCAR-4 106.2, DU-145 107.3, SK-OV-3 111.4, OVCAR-8 95.9, IGROV1 87.3, OVCAR-5 93.7, OVCAR-3 96.4 and NCI/ADR-RES 92.4.
Screening NN=C1C(Cl)=C(Cl)C(Cl)=C1Cl returned OVCAR-4 104.7, DU-145 100.6, SK-OV-3 117.1, OVCAR-8 97.2, IGROV1 107.1, OVCAR-5 105.4, OVCAR-3 101.0 and NCI/ADR-RES 102.3.
Screening NC(=O)CS(=O)C(c1ccccc1)c1ccccc1 (stereo unspecified) returned OVCAR-4 101.6, DU-145 125.2&114.0, SK-OV-3 110.2&111.0, OVCAR-8 104.5&98.6, IGROV1 119.3&111.9, OVCAR-5 106.5&107.0, OVCAR-3 115.7&114.4 and NCI/ADR-RES 96.4&106.0.
`COC(=O)C1=C(Nc2ccccc2)C(=O)OC12C(=O)Nc1ccccc12` (stereo unspecified) gave OVCAR-4 106.7, DU-145 112.7, SK-OV-3 103.5, OVCAR-8 106.4, IGROV1 93.0, OVCAR-5 100.1, OVCAR-3 99.1 and NCI/ADR-RES 98.1.
Screening CN(C)C(=S)SSC(=S)N(C)C returned OVCAR-4 106.2&106.6, DU-145 125.1&104.6, SK-OV-3 112.8&122.5, OVCAR-8 103.6&95.4, IGROV1 99.1, OVCAR-5 110.4&97.4, OVCAR-3 111.9&88.5 and NCI/ADR-RES 113.1&110.4.
`CC(Cl)(CCl)C(N)=O` (stereo unspecified) gave OVCAR-4 117.1, DU-145 111.8, SK-OV-3 108.7, OVCAR-8 109.2, IGROV1 117.7, OVCAR-5 114.7, OVCAR-3 109.4 and NCI/ADR-RES 113.2.
Screening CSc1nc(N)nc2nc(NN)nn12 returned OVCAR-4 102.1, DU-145 99.0, SK-OV-3 105.6, OVCAR-8 101.4, IGROV1 99.0, OVCAR-5 107.5, OVCAR-3 104.0 and NCI/ADR-RES 103.4.
Screening O=C(N1c2ccc(F)cc2[C@H]2[C@H]3OO[C@@H](C[C@H]2[C@H]1c1ccccc1F)O3)C(F)(F)F returned OVCAR-4 93.1, DU-145 107.8, SK-OV-3 90.5, OVCAR-8 97.1, IGROV1 100.4, OVCAR-5 109.4, OVCAR-3 107.2 and NCI/ADR-RES 100.5.
For CCCCn1cc(C(=O)/C(C#N)=C/c2cc3ccccc3nc2Cl)c2cc(OC)ccc21 the results were OVCAR-4 95.5, DU-145 104.1, SK-OV-3 94.5, OVCAR-8 75.1, IGROV1 61.2, OVCAR-5 102.3, OVCAR-3 78.6 and NCI/ADR-RES 91.7.
`c1ccc(C2CN2C2CCCCC2)cc1` (stereo unspecified) gave OVCAR-4 89.1, DU-145 93.2, SK-OV-3 117.6, OVCAR-8 102.9, IGROV1 108.9, OVCAR-5 97.0 and OVCAR-3 111.4.
Screening CC(N)CCc1ccc2c(c1)OCO2 (stereo unspecified) returned OVCAR-4 108.7, DU-145 105.9, SK-OV-3 117.5, OVCAR-8 106.0, IGROV1 96.2, OVCAR-5 93.2, OVCAR-3 98.7 and NCI/ADR-RES 92.3.
Screening NNC(N)=S returned OVCAR-4 109.8, DU-145 104.4, SK-OV-3 104.1, OVCAR-8 103.9, IGROV1 112.5, OVCAR-5 98.7, OVCAR-3 106.0 and NCI/ADR-RES 100.3.
Screening N#CC(C#N)=Cc1ccc(Cl)c(Cl)c1 returned OVCAR-4 99.8, DU-145 109.5, SK-OV-3 102.8, OVCAR-8 105.5, OVCAR-5 103.1, OVCAR-3 111.0 and NCI/ADR-RES 103.6.
Screening CCC1(CC)COP(=O)(OCC(Cl)CCl)OC1 (stereo unspecified) returned OVCAR-4 112.7, DU-145 114.1, SK-OV-3 104.3, OVCAR-8 102.4, IGROV1 106.4, OVCAR-5 107.4, OVCAR-3 111.4 and NCI/ADR-RES 107.8.
`CC(C)c1cc(C(C)(C)c2ccc(O)c(C(C)C)c2)ccc1O` gave OVCAR-4 55.2, DU-145 80.7, SK-OV-3 61.6, OVCAR-8 72.9, IGROV1 64.6, OVCAR-5 79.4, OVCAR-3 69.0 and NCI/ADR-RES 61.2.
For Cc1ccc(NC(=O)CCl)cc1 the results were OVCAR-4 65.0, DU-145 103.6, SK-OV-3 97.5, OVCAR-8 85.6, IGROV1 43.8, OVCAR-5 114.7, OVCAR-3 90.1 and NCI/ADR-RES 107.9.
For C[C@]12CCc3sc(NCc4ccccc4)nc3C1=CC[C@@H]1[C@@H]2CC[C@]2(C)C(=O)CC[C@@H]12 the results were OVCAR-4 96.0, DU-145 98.2, SK-OV-3 101.4, OVCAR-8 104.3, IGROV1 105.3, OVCAR-5 102.5, OVCAR-3 106.0 and NCI/ADR-RES 101.9.
Screening C=CCc1ccc(OC(=O)Cc2ccccc2)c(OC)c1 returned OVCAR-4 101.7, DU-145 110.6, SK-OV-3 94.2, OVCAR-8 108.5, IGROV1 99.8, OVCAR-5 110.3, OVCAR-3 109.6 and NCI/ADR-RES 104.7.
O=C(OCCl)c1ccccc1 was read as OVCAR-4 114.1, DU-145 126.0, SK-OV-3 96.2, OVCAR-8 106.4, IGROV1 134.0, OVCAR-5 102.5, OVCAR-3 116.2 and NCI/ADR-RES 112.9.
CC(=O)N(CC(C)C)N=O was read as OVCAR-4 114.4, DU-145 110.7, SK-OV-3 104.9, OVCAR-8 111.4, IGROV1 103.3, OVCAR-5 100.1, OVCAR-3 109.3 and NCI/ADR-RES 104.1.
CNC(=O)Oc1c(Cl)cccc1SSc1cccc(Cl)c1OC(=O)NC was read as OVCAR-4 100.8, DU-145 107.9, SK-OV-3 109.9, OVCAR-8 104.2, OVCAR-5 116.8, OVCAR-3 101.4 and NCI/ADR-RES 98.8.
Screening CCN(CC)CCOC(=O)C(OCCC(C)C)(c1ccccc1)c1ccccc1 returned OVCAR-4 81.7, DU-145 95.8, SK-OV-3 96.9, OVCAR-8 97.8, IGROV1 69.4, OVCAR-5 88.1, OVCAR-3 95.7 and NCI/ADR-RES 91.5.
For Cc1cc[n+](C)cc1 the results were OVCAR-4 115.9, DU-145 120.7, SK-OV-3 119.7, OVCAR-8 94.3, IGROV1 102.1, OVCAR-5 109.4, OVCAR-3 116.2 and NCI/ADR-RES 105.2.
C[C@]12COC(=O)C[C@@H]1CC[C@@H]1[C@@H]2CC[C@]2(C)[C@@H](O)CC[C@@H]12 was read as DU-145 113.7, SK-OV-3 117.3, OVCAR-8 105.5, IGROV1 107.8, OVCAR-5 107.8, OVCAR-3 118.4 and NCI/ADR-RES 108.0.

Only part of the results is shown; count on the stated rates, not on these rows.
